GPR151 activ – activators of human GPR151, primary screen, cell-based, PathHunter beta-arrestin, luminescence | G-protein coupled receptor 151 (Homo sapiens), Q8TDV0 | PathHunter beta-arrestin GPR151 cells | activation, % at 11.2 µM | 650,000 compounds, 1% hits; in the data active = activation above about 4.9%;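 note: 0% = median of compound wells and 100% = cells with positive control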
MITF primary – MITF inhibitors, primary screen, biochemical, AlphaScreen, human | Microphthalmia-associated transcription factor (Homo sapiens), O75030 | AlphaScreen MITF homodimerization, bead proximity signal | inhibition, % at 2.6 µM | 650,000 compounds, 0.91% hits | AID 1259374, 2018; in the data active = inhibition above about 50%;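 note: 0% = vehicle wells with protein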
FBW7 act – FBW7 E3 ligase activators, primary screen, biochemical, AlphaScreen, human; normalized activity (activation), % at 26.1 µM; 650,000 compounds, 0.13% hits; AlphaScreen FBW7–phospho-cyclin E peptide binding, activator screen; F-box/WD repeat-containing protein 7 (Homo sapiens), Q969H0; in the data active = normalized activity above about 1.9%;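 note: purified mutant Fbw7 with reduced substrate affinity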
Target sequence (Q969H0 whole entry, looked up): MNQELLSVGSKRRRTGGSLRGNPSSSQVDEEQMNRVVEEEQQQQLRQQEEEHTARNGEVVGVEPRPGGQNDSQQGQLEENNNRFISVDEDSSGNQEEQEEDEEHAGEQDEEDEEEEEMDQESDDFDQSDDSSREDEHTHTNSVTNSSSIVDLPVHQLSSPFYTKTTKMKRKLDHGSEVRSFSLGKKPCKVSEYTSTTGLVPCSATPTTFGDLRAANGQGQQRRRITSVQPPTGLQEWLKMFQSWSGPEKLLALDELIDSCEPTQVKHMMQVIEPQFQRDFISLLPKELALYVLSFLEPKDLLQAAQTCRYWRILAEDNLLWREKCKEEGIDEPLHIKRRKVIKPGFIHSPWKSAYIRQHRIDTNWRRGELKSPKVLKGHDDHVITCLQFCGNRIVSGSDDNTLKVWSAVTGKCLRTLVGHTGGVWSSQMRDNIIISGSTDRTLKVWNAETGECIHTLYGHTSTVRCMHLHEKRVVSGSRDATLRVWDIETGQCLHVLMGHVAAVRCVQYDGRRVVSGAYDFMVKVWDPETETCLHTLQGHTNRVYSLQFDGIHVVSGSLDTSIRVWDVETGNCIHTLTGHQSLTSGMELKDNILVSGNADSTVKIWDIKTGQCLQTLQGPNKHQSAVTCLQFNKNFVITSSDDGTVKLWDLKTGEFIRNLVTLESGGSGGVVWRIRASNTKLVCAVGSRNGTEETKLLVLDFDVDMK
TEAD-YAP block – TEAD-YAP interaction inhibition, primary screen, TEAD-YAP interaction inhibitor project, luminescence, HEK-TIYL cells. TEAD-Gal4/YAP UAS-luciferase luminescence. 640,000 compounds, 1.4% hits. inhibition, % at 9.12 µM; in the data active = inhibition above about 32%;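 note: 0% = median of test compound wells and 100% = reference inhibitor wells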
* = called active by the depositor; i = inactive. Compounds as they come; 3.5% or so of the library scored in one or more.

Values run as follows: MITF primary	FBW7 act	GPR151 activ	TEAD-YAP block
1. CCOC(=O)/C(C#N)=C/c1ccc(N2C(=O)C=CC2=O)cc1
    8	0.1	1.4	-11
2. Cc1ccc(-c2c3c(nc4sc(C(=O)Nc5cccc(C(F)(F)F)c5)c(N)c24)CCCC3)o1
    -15	-0.2	0.4	-6
3. COc1cccc(NC(=O)N(Cc2nnc3n2CCCCC3)c2cccc(OC)c2)c1
    -4	0.1	0.0	10
4. COc1ccccc1N1CCN(CCC(=O)Nc2ccc3c(c2)CCC3)CC1
    5	0.0	-1.2	10
5. COC(=O)c1cc(C(=O)N2CCC(C)CC2)cc([N+](=O)[O-])c1
    -1	0.0	0.1	-3
6. O=C(NCCN1CCOCC1)c1cnc(Nc2ccccc2)s1
    3	0.2	0.2	7
7. COc1ccc(C(=O)OCCN=C2NS(=O)(=O)c3ccccc32)c(OC)c1
    -13	-0.1	2.6	3
8. COc1ccc(COC(=O)C2=C(C)NC3=C(C(=O)CC(C)(C)C3)C2c2coc3ccc(C)cc3c2=O)cc1 (centres undefined)
    15	0.0	-0.1	4
9. COc1ccc(C2C3=C(CCCC3=O)OC3=C2C(=O)CCC3)cc1
    8	0.0	0.1	-2
10. O=C1/C(=C/c2cccnc2)SC(=S)N1C1CCCC1
    16	-0.1	0.5	7
11. NC(=O)c1ccc(N2CCCCC2)c(N2C(=O)c3ccc(C(=O)O)cc3C2=O)c1
    -11	0.1	0.3	-11
12. CC1=C(C#N)C(NS(=O)(=O)c2ccccc2)(C(F)(F)F)C(=O)N1 (centres undefined)
    6	0.4	0.0	-5
13. CCN1C(=O)c2ccc(C(=O)Nc3nccs3)cc2C1=O
    -13	-0.1	-0.9	-1
14. O=C1OC(c2ccc(Cl)cc2)=N/C1=C\c1cccc2ccccc12
    16	0.3	0.6	1
15. CCOC(=O)c1c(NC(=O)CSc2nnc(CNC(=O)c3ccc(OC)c(OC)c3)n2-c2ccc(F)cc2)sc2c1CCC2
    -2	-0.1	1.6	-6
16. Cc1noc(C)c1C(=O)Nc1ccc(CCC2CCN(C)CC2C)cc1 (centres undefined)
    -6	0.1	3.2	-8
17. COc1ccc(C(=O)NCc2cccnc2)cc1Br
    -8	-0.1	-0.4	-3
18. COC(=O)c1c(NC(=O)c2csc(C)c2)sc(C)c1C
    -1	0.1	1.5	-3
19. CCC(O)c1cc2c(cc1NC(=O)c1ccc(C)cc1)OCCO2 (centres undefined)
    4	0.0	-0.4	-12
20. O=C(NCC1CCCCC1)C(=O)Nc1cc(Cl)ccc1Cl
    7	-0.1	0.5	-7

Two of these compounds, set out differently:
(12) CC1=C(C#N)C(NS(=O)(=O)c2ccccc2)(C(F)(F)F)C(=O)N1 (centres undefined)
(6) O=C(NCCN1CCOCC1)c1cnc(Nc2ccccc2)s1

screen / no.	12	6
MITF primary	6	3
FBW7 act	0.4	0.2
GPR151 activ	0.0	0.2
TEAD-YAP block	-5	7

Next section.
Values run as follows: MITF primary	FBW7 act	GPR151 activ	TEAD-YAP block
21. O=C1C(C=NCCN2CCN(C(=S)Nc3ccccc3)CC2)=C(O)c2ccccc21
    -4	0.8	-1.1	-3
22. Cc1sc2ncn3c(SCC(=O)NC4CCCC4)nnc3c2c1C
    21	0.2	-0.7	4
23. NC(=O)COC(=O)CCN1c2ccccc2Sc2ccccc21
    -8	-0.5	9.8*	16
24. COc1cc(C(=O)NCCC(=O)NCc2ccc(F)cc2)cc(OC)c1OC
    -1	0.2	-1.8	2
25. Cc1nnc(-c2cccc(S(=O)(=O)N3CCCC3c3ccc(F)cc3)c2)o1 (centres undefined)
    9	0.1	1.0	-1
26. CC(C)(C)NC(=O)c1sc2cc(F)ccc2c1Cl
    -10	-0.1	2.3	-7
27. C=CCn1c(=N)n(CC(=O)OC)c2ccccc21
    14	-0.1	0.7	8
28. CCOc1ccccc1N1CCN(CC(=O)Nc2cc(C)on2)CC1
    -4	0.0	-1.2	0
29. O=C(c1cccc2cccnc12)N1CCCC(c2ncncc2-c2ccncc2)C1 (centres undefined)
    10	0.5	-0.4	2
30. COc1ccc(-n2cc(C(=O)N3CCCC(C)C3)c3ccccc3c2=O)cc1 (centres undefined)
    5	-0.1	-1.0	-4
31. CCN(CC)C(=O)C1CCCN(c2nc3c(NCc4nc5ccccc5[nH]4)ncnc3n2C(C)C)C1 (centres undefined)
    -4	0.1	-0.2	-9
32. COc1cccc(/C=C\c2[nH]c(=O)[nH]c(=O)c2[N+](=O)[O-])c1OC
    24	-0.1	0.8	-5
33. CCOc1ccc(CCNC(=O)CCCn2sc3ccccc3c2=O)cc1OCC
    -18	0.5	-0.6	3
34. CCOC(=O)CN1C(c2cccc(Cl)c2)=Nc2ccc(Br)cc2C1c1ccccc1 (centres undefined)
    7	0.0	0.4	-10
35. OCCc1ccccc1
    -29	0.1	-0.2	-13
36. CC(=O)NCCNc1nc2c(-c3cccc(C(F)(F)F)c3)nnn2c2ccccc12
    5	0.0	-0.4	2
37. COc1ccc(C2=NN3C(C2)c2ccccc2OC3c2ccccc2Cl)cc1 (centres undefined)
    7	0.2	1.0	-59
38. CC1=C(C(=O)OC2CCCCC2)C(c2ccccc2F)NC(=O)N1 (centres undefined)
    0	0.5	-0.9	-4
39. Cn1c(=O)c2c(nc(NCCNC(=O)C3CCC3)n2Cc2ccc(F)cc2)n(C)c1=O
    -7	-0.1	0.0	8
40. COc1cc(OC)c([N+](=O)[O-])cc1/C=N/NC(=O)COc1ccccc1C#N
    -13	0.0	-0.9	-7

As entered above:
entry 7 in GPR151 activ has 2.6
entry 17 in TEAD-YAP block has -3
entry 39 in TEAD-YAP block has 8

Some of these compounds in order of length of the SMILES, lowest first:
Values run as follows: MITF primary	FBW7 act	GPR151 activ	TEAD-YAP block
23. NC(=O)COC(=O)CCN1c2ccccc2Sc2ccccc21
    -8	-0.5	9.8*	16
28. CCOc1ccccc1N1CCN(CC(=O)Nc2cc(C)on2)CC1
    -4	0.0	-1.2	0
37. COc1ccc(C2=NN3C(C2)c2ccccc2OC3c2ccccc2Cl)cc1 (centres undefined)
    7	0.2	1.0	-59

(listing goes on)
Values run as follows: MITF primary	FBW7 act	GPR151 activ	TEAD-YAP block
41. CCN(CC)C(=O)Cn1c(=O)n(CC(=O)NCCc2ccccc2)c(=O)c2sccc21
    14	0.5	-0.3	-4
42. Cc1cccc(C)c1OCC(=O)Nc1cccnc1
    -17	0.1	-0.4	7
43. CC1S/C(=N/S(=O)(=O)c2ccc(F)cc2)N(c2ccccc2)C1=O (centres undefined)
    -6	-0.2	-0.9	-3
44. CCCCC1=NN2C(=N)/C(=C/c3ccc(OCCOc4cc(C)ccc4C)c(OCC)c3)C(=O)N=C2S1
    7	-0.1	-0.2	19
45. COC(=O)[C@@H]1CCCN1C(=O)Cc1ccc(N2CCC(N3CCC(OC)CC3)CC2)cc1
    3	0.1	0.3	15
46. Cc1ccccc1-c1nnc2sc(NC(=O)C3CCCCC3)nn12
    -15	0.0	0.0	8
47. N#Cc1c(N2C(=O)C3C4C=CC(C4)C3C2=O)sc2c1CCCC2 (centres undefined)
    2	0.0	-0.2	6
48. CC(C)N(CCNC(=O)c1ccc2nc(NCc3cccnc3)sc2c1)C(C)C
    4	0.0	-0.3	-6
49. Cc1ccc(-c2nc(CCNc3ncccc3[N+](=O)[O-])cs2)cc1
    10	-0.2	-1.0	21
50. CCOC(=O)c1cnc2ccc(Br)cc2c1NCCCN1CCOCC1
    1	0.1	-0.6	-15
51. O=C(CNC(=O)c1ccccc1Br)N/N=C/c1ccc([N+](=O)[O-])c(O)c1
    8	0.1	-0.9	-2
52. COc1ccc(NC(=O)CCNc2c(N3CCCC3)c(=O)c2=O)cc1Cl
    -7	-0.1	0.7	5
53. CCN1C(=O)c2cccc3c(NC(=O)c4cc5ccccc5cc4OC)ccc1c23
    5	0.0	-0.1	7
54. COc1ccccc1CNC(=O)c1ccc(OC(C)=O)cc1
    -4	-0.1	-0.2	1
55. CCOCC(=O)Nc1ccc(OCc2ccccc2)cc1
    -20	-0.1	0.7	-43
56. CC(C)OC(=O)CNc1n[nH]c(=S)[nH]c1=O
    -5	0.1	1.3	1
57. O=C(c1nsc(Cl)c1Cl)N1CCCC(c2ncncc2-c2ccncc2)C1 (centres undefined)
    -1	-0.1	1.3	2
58. O=C(O)CCC(=O)Nc1ccc(C(=O)Nc2ccccn2)cc1
    -18	-0.3	-2.4	-15
59. C[C@H]1NC(=O)[C@H]2CN(C(=O)c3cccs3)CCN2C1=O
    -8	-0.1	0.7	3
60. CSc1nnc2c(n1)OC(c1ccc3c(c1)OCO3)N(C(=O)c1ccccc1)c1ccccc1-2 (centres undefined)
    -4	0.8	-1.4	-38
61. COC(=O)c1ccccc1NC(=O)C(C)N(c1cc(C)cc(C)c1)S(C)(=O)=O (centres undefined)
    -4	0.2	0.1	12
62. O=C(CSc1nnnn1-c1ccccc1)Nc1ccccc1Cl
    -4	-0.1	-0.5	2
63. COc1ccc(C2=NN(c3ccccc3)C(c3cn(-c4ccccc4)nc3-c3cccs3)C2)cc1 (centres undefined)
    11	-0.1	1.8	-4
64. Cn1c(NCCO)nc2c1c(=O)n(Cc1ccc(Cl)cc1)c(=O)n2C
    17	0.4	-0.1	-19
65. O=C1CCC(N2CCOCC2)CCN1Cc1ccc(F)c(F)c1 (centres undefined)
    0	-0.2	-0.1	5
66. CCCn1c(SCC(=O)NC2CCCC2)nnc1-c1cccnc1
    4	0.2	1.3	-3
67. Cc1ccc(C(=O)Nc2ccc([N+](=O)[O-])cc2)cc1S(=O)(=O)N1CCOCC1
    -7	-0.1	-0.2	-5
68. CC(C)CN(Cc1c(O)ccc2c(=O)c(-c3ccccc3)c(C(F)(F)F)oc12)CC(C)C
    -12	0.2	0.4	3
69. Cc1cc(Br)ccc1OCC(=O)N/N=C/c1ccc[nH]1
    0	-0.1	0.5	-7
70. CCOC(=O)c1c(C)n(C)c2c1cc(O)c1occ(C)c12
    13	0.2	-1.2	4
71. COc1ccc(S(=O)(=O)N2CCC(CN3C(=O)c4cccc5cccc(c45)C3=O)CC2)cc1
    -9	-0.1	-0.4	-2
72. COc1ccc(Cc2nc3c(OC)cc(-c4cn[nH]c4)cc3c(=O)[nH]2)cc1
    -2	-0.1	-1.9	9
73. COc1ccc(C)cc1Nc1nc2ccc(C)cc2n2cnnc12
    16	0.1	-0.4	9
74. O=C(Cc1cccs1)Nc1ccc(S(=O)(=O)Nc2ncccn2)cc1
    18	0.0	-0.1	-1
75. COc1ccc(S(=O)(=O)NCC(c2ccc(N(C)C)cc2)N(C)C)cc1C (centres undefined)
    -2	-0.1	1.1	1
76. Cn1c(=O)c2c(nc(Oc3ccc(F)cc3)n2C)n(C)c1=O
    -3	0.1	3.4	7
77. C=CCNC(=O)c1noc2c1CCc1cc(OC)ccc1-2
    13	0.0	-1.7	-41
78. Cc1cccc(C(=O)Nc2nnc(COc3ccc(C4CCCCC4)cc3)s2)c1
    0	0.0	1.8	-6
79. COc1ccccc1NCC(=O)N/N=C/c1ccc(Br)cc1
    17	0.1	-1.2	-6
80. CCc1ccccc1-n1c(C)cc(/C=C2/NC(=O)NC2=O)c1C
    2	0.3	-1.1	31
81. CCOC(=O)N1CCOCCOCCOCCOCCOCC1
    -1	0.1	-0.9	1
82. COc1ccc(C2=NN(S(=O)(=O)c3ccccc3)C(c3ccc4nccnc4c3)C2)cc1 (centres undefined)
    22	1.2	-1.7	-5
83. c1ccc(Cc2nc3cnccn3c2NCc2cccs2)cc1
    -5	-0.1	0.7	-1
84. COc1cc2c(cc1OC)C(C(=O)NCCCOC(C)C)C(c1cccs1)N(C)C2=O (centres undefined)
    -1	0.0	-0.6	-9
85. Cc1ccc2c(c1)cc(C)c1nn(CC(N)=O)c(=O)n12
    10	0.0	0.1	0
86. O=C(Nc1cccc(N2CCC(NC[C@H]3CCc4ccccc4O3)CC2)c1)c1cccnc1
    i	0.7	0.5	-12
87. CC(=O)Nc1cc2c(s1)CCCC2
    -2	0.6	-0.9	-5
88. COc1ccc(C(NC(C)=O)c2cc([N+](=O)[O-])c3cccnc3c2O)cc1 (centres undefined)
    48	-0.6	0.5	-8
89. COc1ccc(-c2ccc(=O)n(CC(=O)N(C)c3ccccc3)n2)cc1
    11	0.4	0.0	4
90. COc1ccc(C2C(C#N)=C(N)OC3=C2C(=O)CC(c2ccco2)C3)cc1OC(=O)N1CCOCC1 (centres undefined)
    -8	0.0	0.6	-2
